High-throughput results deposited in PubChem by Sanford-Burnham Center for Chemical Genomics.
XBP1 UPR activ: adaptive UPR (XBP1) activation; CHO-XBP1 luciferase reporter, IRE1-XBP1 UPR activation, luminescence; percent of tunicamycin response, DMSO as zero; activation, % at 20 µM; 0.33% of 330,000 active;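 active = versus positive control, 20 µM dose yields 30% or more activation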;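 note: 100% = tunicamycin at 10 µg/mL and 0% = DMSO only wells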
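Material: CHO cell line with stable XBP1 luciferase reporter; buffer or medium: F12 medium containing 10% fetal bovine serum; compound: single point, 20 µM final compound, 1% DMSO; incubation: 6 h treatment, 37 °C; measured by: glow luminescence from Steady-Glo reagent; evaluation: activation, % of tunicamycin; control set: tunicamycin high, DMSO low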
697 NFkB inh: lowers PMA/ionomycin-induced NF-kB signal in 697 B cells. 697 B-cell NF-kB luciferase reporter, 16 h. inhibition, % at 4 µM. 0.33% of 330,000 active. AID 435022; in the data active = inhibition above about 35%
APJ antag: antagonists of human APJ apelin receptor; P35414; inhibition, % at 20 µM; 0.32% of 330,000 active; CHO-K1 APJ beta-arrestin complementation, luminescence; AID 2521;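 active = inhibition above about 40% at 20 µM, limit read from the data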;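 note: cells challenged with 10 nM apelin-13 agonist together with compound; plate controls were apelin-13 plus DMSO wells for no effect and DMSO wells lacking apelin-13 for full effect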
Mdm2 MdmX PPI: inhibitors of human Mdm2/MdmX interaction. O15151+Q00987. SaOS-2 split-luciferase Mdm2/MdmX complementation, luminescence. inhibition, % at 8 µM. 3% of 330,000 active;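 active = inhibition of at least 50% at 8 µM in the primary screen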
Target sequence (O15151 whole entry, looked up): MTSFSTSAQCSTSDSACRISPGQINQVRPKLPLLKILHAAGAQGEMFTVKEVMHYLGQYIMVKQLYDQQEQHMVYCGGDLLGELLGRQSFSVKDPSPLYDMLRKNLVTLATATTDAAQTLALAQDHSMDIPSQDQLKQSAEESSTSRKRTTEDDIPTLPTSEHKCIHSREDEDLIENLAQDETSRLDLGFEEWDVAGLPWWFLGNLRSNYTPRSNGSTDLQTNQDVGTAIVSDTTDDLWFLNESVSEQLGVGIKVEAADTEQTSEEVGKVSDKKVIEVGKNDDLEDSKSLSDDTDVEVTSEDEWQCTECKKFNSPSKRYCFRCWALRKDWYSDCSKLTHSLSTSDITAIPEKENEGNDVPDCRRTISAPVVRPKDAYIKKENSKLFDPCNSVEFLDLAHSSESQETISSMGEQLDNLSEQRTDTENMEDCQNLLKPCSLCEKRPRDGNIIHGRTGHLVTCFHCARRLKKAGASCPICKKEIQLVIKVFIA
Target sequence (Q00987 whole entry, looked up): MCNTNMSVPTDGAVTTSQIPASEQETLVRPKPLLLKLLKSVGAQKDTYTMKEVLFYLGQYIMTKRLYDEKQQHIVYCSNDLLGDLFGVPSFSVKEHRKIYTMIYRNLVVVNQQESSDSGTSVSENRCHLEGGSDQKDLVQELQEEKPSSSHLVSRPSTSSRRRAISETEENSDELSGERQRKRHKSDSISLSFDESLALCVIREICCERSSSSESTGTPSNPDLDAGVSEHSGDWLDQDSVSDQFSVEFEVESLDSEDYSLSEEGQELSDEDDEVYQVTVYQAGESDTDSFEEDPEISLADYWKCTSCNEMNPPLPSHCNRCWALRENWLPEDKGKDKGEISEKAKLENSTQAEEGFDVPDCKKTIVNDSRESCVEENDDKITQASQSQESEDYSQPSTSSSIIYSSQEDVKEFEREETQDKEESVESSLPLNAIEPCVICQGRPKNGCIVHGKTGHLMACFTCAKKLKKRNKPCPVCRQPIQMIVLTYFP
Jurkat NFkB inh: lowers PMA/ionomycin-induced NF-kB signal in Jurkat cells; PMA/ionomycin-induced NF-kB luciferase reporter, luminescence; inhibition, % at 4 µM; 0.53% of 330,000 active; in the data active = inhibition above about 50%
APJ ag: APJ receptor agonism; CHO-K1 APJ PathHunter beta-arrestin, luminescence; 0% DMSO wells, 100% apelin; activation, % at 20 µM; 0.11% of 330,000 active; AID 2520;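 active = activation more than six SD over the plate average, tested at 20 µM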;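 note: 0% = DMSO alone and 100% = apelin-13 at 10 nM; some results filed as inactive read as strong as hits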
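Test system: CHO-K1 APJ beta-arrestin complementation cell line. Amount: cell density 1000 per well. Controls: DMSO negative, 10 nM Apelin-13 positive. Signal: luminescent beta-gal fragment complementation, chemiluminescent substrate. Read-out basis: agonist-driven arrestin binding to APJ. Timing: compound stimulation 90 min at 25 °C, detection 60 min.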
CHOP UPR activ: apoptotic UPR (CHOP) activation. activation, % at 10 µM. 0.34% of 330,000 active. CHO-CHOP luciferase reporter, luminescence; percent of tunicamycin response over DMSO baseline;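 active = at 10 µM dose, activation of 40% or more, normalized to positive control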;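 note: 100% = tunicamycin at 10 µg/mL and 0% = DMSO alone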
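Test system: CHO CHOP reporter cells. Input: 500 CHO-CHOP cells per well. Medium: F12 with 10% FBS. Technique: luciferase luminescence. Measure: percent activation relative to tunicamycin control. Dosing: 10 µM compound, 0.5% DMSO. Timing: 16-18 h cell attachment, then 6 h compound exposure, 37 °C.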
tim23-1 inh: inhibits growth of tim23-1 mutant yeast; S. cerevisiae tim23-1 growth, BacTiter-Glo luminescence, 24 h; inhibition, % at 20 µM; 1.3% of 330,000 active; AID 463212;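 active = growth inhibition of the mutant yeast at or above 50%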;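 note: temperature-sensitive mutant grown at 25 °C; plate controls were DMSO-treated mutant yeast for no effect and medium wells lacking yeast for full effect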
Numbers without * were called inactive.

[1] O=C(CSc1nnc(-c2cccc(S(=O)(=O)N3CCCCC3)c2)o1)c1ccc[nH]1
[2] OCCN(CCO)c1ccc(C(c2ccc(Cl)cc2)c2ccc(N(CCO)CCO)cc2Cl)c(Cl)c1
[3] C#CCOCCOCCOCCNc1nc(N2CCN(C(=O)C([C@@H](C)O)n3cc([C@@H](N)CCCCN)nn3)CC2)nc(N2CCN(C(=O)[C@H](CC(N)=O)n3cc([C@@H](N)C(C)C)nn3)CC2)n1 (some centres undefined)
[4] Cc1ccc(S(=O)(=O)Nc2ccc(-c3nc4ccc(C)cc4s3)cc2)cc1
[5] CCn1c(CN2CCOCC2)nnc1SCC(=O)Nc1ccccc1Cl
[6] Cc1ccc(N(C)S(=O)(=O)c2cccc(C(=O)NCCCN3CCCC3=O)c2)cc1
[7] Cc1ccc(NC(=O)CN(C)C(=O)c2cccc(S(=O)(=O)N3CCc4ccccc43)c2)cc1
[8] Cc1cc(N2CCN(c3ccccc3Cl)CC2)n2cc(-c3ccccc3)nc2n1
entry no.,1,2,3,4,5,6,7,8
XBP1 UPR activ,1,-1,-1,-1,-2,0,-1,0
697 NFkB inh,-1,-80,-1,-17,2,-1,14,-15
APJ antag,1,-2,0,-21,-7,6,-8,17
Mdm2 MdmX PPI,8,16,-2,12,-5,7,19,-6
Jurkat NFkB inh,1,43,-5,1,-12,-10,-7,-5
APJ ag,-2,8,-4,0,2,-3,3,0
CHOP UPR activ,2.4,1.9,2.1,5.6,-0.2,-1.8,-0.1,2.2
tim23-1 inh,-3,10,9,8,14,11,20,46

[9] CCC(C(=O)NC1CCCCCC1)n1nc(C)n2c(cc3occc32)c1=O (centres undefined)
[10] COc1cc(C(=O)NCCC(=O)N2CCC3(CC2)NCCc2[nH]cnc23)cc(OC)c1OC
[11] C[C@H](/C=C/[C@@]1(O)[C@H](C)C[C@H](O)CC1(C)C)O[C@@H]1O[C@H](CO)[C@@H](O)[C@H](O)[C@H]1O
[12] CC(=O)N(c1ccc(C(F)(F)F)cc1)S(=O)(=O)c1ccc(N2C(=O)CCC2=O)cc1
[13] Cc1ccc(C(=O)N2CC(=O)Nc3ccc(F)cc3C2c2ccccc2)cc1[N+](=O)[O-] (centres undefined)
[14] Cn1c(SCCOc2ccccc2Cl)nnc1-c1ccncc1
[15] CC1(c2ccccc2)CC(C)(C)n2c(O)c(C3=NC(=S)NC3=O)c3cccc1c32 (centres undefined)
[16] COc1ccc(N(C(=O)CNC(=O)c2cccs2)C(C(=O)NC2CCCC2)c2ccncc2)cc1 (centres undefined)
entry no.,9,10,11,12,13,14,15,16
XBP1 UPR activ,-6,0,-4,-2,-2,-2,19,-1
697 NFkB inh,-11,6,13,-37,6,-1,-32,5
APJ antag,-1,-2,-43,26,6,9,19,7
Mdm2 MdmX PPI,26,6,17,23,23,15,68*,6
Jurkat NFkB inh,16,-5,0,4,14,-18,-9,-6
APJ ag,-3,2,-3,-1,-4,-4,-1,-2
CHOP UPR activ,0.2,-0.4,0.6,1.4,0.1,-1.0,1.9,0.1
tim23-1 inh,17,-6,-19,11,10,5,-14,1

[17] CCn1c(CCc2nc3ccccc3[nH]2)n[nH]c1=S
[18] COCCOC(=O)c1c(C)oc2ccc(OCc3ccccc3)cc12
[19] O=C(O)CSc1nc2ccc(Cl)cc2[nH]1
[20] CCCCCCCC[n+]1cccc(C(=O)N(CC)CC)c1
[21] Cc1ccc(C(=O)Nc2sc3c(c2C#N)CCCCC3)cc1C
[22] COc1cnn(-c2ccc(C)cc2)c(=O)c1Br
[23] COC(=O)c1cc(COC(=O)c2nc3nccc(C)n3n2)oc1C
[24] COc1ccc(N(CC(=O)Nc2ccc(F)c(Cl)c2)S(=O)(=O)c2c(C)noc2C)cc1
entry no.,17,18,19,20,21,22,23,24
XBP1 UPR activ,1,-4,1,-4,4,-1,0,-4
697 NFkB inh,-7,-19,-21,11,-156,3,9,-45
APJ antag,4,-4,22,5,12,4,1,-13
Mdm2 MdmX PPI,-20,9,-1,-12,-44,21,8,15
Jurkat NFkB inh,0,5,-2,-2,-143,-15,1,10
APJ ag,-3,-5,2,-2,-1,-3,-3,-2
CHOP UPR activ,0.4,-1.0,-1.2,-0.8,3.2,2.6,-2.0,-1.0
tim23-1 inh,-11,1,12,19,-4,8,-6,6

Complete entries from above. Screens in order: XBP1 UPR activ | 697 NFkB inh | APJ antag | Mdm2 MdmX PPI | Jurkat NFkB inh | APJ ag | CHOP UPR activ | tim23-1 inh
`Cc1cc(N2CCN(c3ccccc3Cl)CC2)n2cc(-c3ccccc3)nc2n1` reads 0 | -15 | 17 | -6 | -5 | 0 | 2.2 | 46
`CC1(c2ccccc2)CC(C)(C)n2c(O)c(C3=NC(=S)NC3=O)c3cccc1c32` (centres undefined) reads 19 | -32 | 19 | 68* | -9 | -1 | 1.9 | -14
`COCCOC(=O)c1c(C)oc2ccc(OCc3ccccc3)cc12` reads -4 | -19 | -4 | 9 | 5 | -5 | -1.0 | 1
`C[C@H](/C=C/[C@@]1(O)[C@H](C)C[C@H](O)CC1(C)C)O[C@@H]1O[C@H](CO)[C@@H](O)[C@H](O)[C@H]1O` reads -4 | 13 | -43 | 17 | 0 | -3 | 0.6 | -19

(list continues)
[25] CCOc1cc(CNc2ccc(N3CCN(C(C)=O)CC3)cc2)cc(Br)c1OC
[26] CC(CCc1ccccc1)NC(=O)CNC(=O)N1CC(=O)Nc2ccccc21 (centres undefined)
[27] COCCCn1c(=S)[nH]c2sc3c(c2c1=O)CCCC3
[28] C=C(C)c1cccc(C(C)(C)NC(=O)N2CCN(c3ccccc3)CC2)c1
[29] CCOC(=O)c1c(S(=O)(=O)NCC(=O)Nc2cc(C)ccc2OC)c(C)n(C)c1C
[30] COc1cccc(CNC(=O)CN(c2ccc(C(C)C)cc2)S(=O)(=O)c2c(C)noc2C)c1
[31] Cc1c(NC(=O)CSc2ccc(Cl)cc2)cccc1-c1nc2cc(Cl)ccc2o1
[32] CC(=O)N1c2ccc(S(=O)(=O)N3CCCC3)cc2CC1C(=O)NC(C)C (centres undefined)
entry no.,25,26,27,28,29,30,31,32
XBP1 UPR activ,-3,-2,-5,-2,4,-5,42*,-4
697 NFkB inh,-22,-4,-2,11,2,-5,-10,12
APJ antag,-28,15,-2,-15,19,13,-5,5
Mdm2 MdmX PPI,5,-15,25,4,2,12,10,11
Jurkat NFkB inh,-5,-7,0,11,11,-6,-7,1
APJ ag,6,-1,-2,-5,-2,-1,-3,-6
CHOP UPR activ,-0.7,0.4,-0.7,-0.3,-1.6,-0.7,8.6,-0.6
tim23-1 inh,11,0,26,6,-13,26,19,5

[33] CCOC(=O)C(NC(=O)N(C)C)(Nc1sc(C)c(CC)c1C#N)C(F)(F)F (centres undefined)
[34] CCN(CC)c1nc2c(c(=O)n(C)c(=O)n2C)n1CCCc1ccccc1
[35] O=C(O)/C=C/c1ccc(S(=O)(=O)Nc2ccc3[nH]c(=O)[nH]c3c2)cc1
[36] COc1ccc(OC)c(NC(=O)c2ccc(CSc3nnc(C)s3)cc2)c1
[37] Cc1ccc(S(=O)(=O)N2CCCCC2CCNC(=O)C(=O)NCCc2ccco2)cc1 (centres undefined)
[38] COc1cccc(NC(=O)CN(C)S(=O)(=O)c2ccc3c(c2)CCC(=O)N3)c1
[39] Cc1ccc(C(=O)NNC(=O)c2ccncc2)cc1S(=O)(=O)N1CCCCC1
[40] NC(=O)c1ccc(N2CCOCC2)nc1
entry no.,33,34,35,36,37,38,39,40
XBP1 UPR activ,-2,-3,0,-3,-2,-4,-2,-1
697 NFkB inh,-234,-4,8,10,-15,10,16,-15
APJ antag,6,3,-20,-11,23,-4,-45,-5
Mdm2 MdmX PPI,-15,18,8,18,50,10,9,7
Jurkat NFkB inh,0,1,10,3,60*,12,5,-9
APJ ag,-1,-1,4,-1,-2,2,-3,2
CHOP UPR activ,1.0,-0.4,2.9,-0.4,0.7,-0.2,1.1,0.6
tim23-1 inh,-5,22,-2,10,34,3,9,14

[41] CC(O)C(NS(=O)(=O)c1ccc(Cl)cc1)C(=O)OCC(=O)c1c[nH]c2ccccc12 (centres undefined)
[42] COc1cccc(-c2csc3nnc(SCC(=O)NCc4cccs4)n23)c1
[43] CCN(CC(=O)NCc1ccc(Cl)cc1)C(=O)C1CCN(S(=O)(=O)c2ccc(OC)c(OC)c2)CC1
[44] Cc1csc(/C(=N\O)c2csc(C)n2)n1
[45] Cc1cc(C)cc(NC(N)=S)c1
[46] Nc1nc2c(-c3ccc(Br)cc3)nnn2c2ccccc12
[47] CC(C)CC1NC(=O)N(CC(=O)Nc2cccc(Br)c2)C1=O (centres undefined)
[48] CC(C)CN(CCCNC(=O)CN1C(=O)COc2ccc(S(=O)(=O)N3CCOCC3)cc21)CC(C)C
entry no.,41,42,43,44,45,46,47,48
XBP1 UPR activ,-1,0,-3,-1,-4,-1,-1,-3
697 NFkB inh,0,7,-19,5,4,-258,4,1
APJ antag,-6,4,6,12,12,6,0,-18
Mdm2 MdmX PPI,3,-4,19,32,18,-6,1,18
Jurkat NFkB inh,4,-7,-2,-1,2,-152,2,6
APJ ag,4,1,-2,0,-2,-2,-1,2
CHOP UPR activ,-1.6,0.2,-0.6,0.1,0.6,5.0,-1.6,-0.1
tim23-1 inh,3,7,-7,2,0,4,-7,13

[49] Cc1ccc(S(=O)(=O)N(CCC(=O)NCc2ccccc2F)c2ccccc2)cc1
[50] CCC(O)(C#CCN1CCCCC1)CC
[51] O=C(Nc1ccc(Cl)c(Cl)c1)Nc1ccc([N+](=O)[O-])cn1
[52] Cc1nc(CCN2C(=O)c3ccccc3C2=O)cs1
[53] CCSc1nsc(SCC)c1C(N)=O
[54] CCC(C)(C)NC(=O)c1cc(C(=O)OC)cc([N+](=O)[O-])c1
[55] Cc1ccc(C2(c3noc(CN(C)Cc4cccnc4)n3)CCCC2)cc1
entry no.,49,50,51,52,53,54,55
XBP1 UPR activ,-2,1,8,1,-1,-3,2
697 NFkB inh,-15,12,-3,13,-7,-12,-11
APJ antag,12,-1,-8,-1,1,-6,6
Mdm2 MdmX PPI,10,-11,28,-17,0,-7,-15
Jurkat NFkB inh,-4,9,17,8,9,-5,12
APJ ag,-2,-1,0,1,-5,-2,-2
CHOP UPR activ,-0.1,2.4,1.4,0.1,-1.1,-0.9,0.9
tim23-1 inh,34,4,-3,-1,-12,-5,22
